Mcl1-Bid inh = Mcl-1/Bid interaction inhibition | Q07820 | TR-FRET Mcl-1/Bid-Dy647 peptide binding, 1536-well | inhibition, % at 21.7 µM | 220,000 compounds, 0.97% hits;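 active = compounds that cut the binding signal by more than half at the single screening dose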;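 note: His-tagged Mcl-1 with europium anti-His antibody binding Bid BH3 peptide; 0% = Mcl-1 plus peptide wells and 100% = peptide-only wells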
Target sequence (Q07820 whole entry, looked up): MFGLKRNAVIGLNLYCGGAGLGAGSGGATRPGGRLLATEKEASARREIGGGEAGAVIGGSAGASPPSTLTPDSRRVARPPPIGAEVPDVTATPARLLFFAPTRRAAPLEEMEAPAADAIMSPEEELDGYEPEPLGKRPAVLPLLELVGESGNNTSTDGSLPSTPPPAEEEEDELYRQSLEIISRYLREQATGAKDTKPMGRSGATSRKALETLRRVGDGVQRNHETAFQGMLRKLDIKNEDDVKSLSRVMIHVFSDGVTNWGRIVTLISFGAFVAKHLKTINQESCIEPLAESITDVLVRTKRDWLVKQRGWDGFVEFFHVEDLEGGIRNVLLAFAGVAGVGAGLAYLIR
Rac1 mut GTP = modulators of GTP binding to human Rac1 activated mutant. P63000. GST-Rac1 activated beads, fluorescent GTP binding, flow cytometry; actives lie on both sides; 100% means binding = to untreated wells. percent activity (GTP binding), % at 10 µM. 190,000 compounds, 0.11% hits. AID 764;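 active = GTP binding at least 20 percentage points away from the 100% baseline, in either direction, so actives lie on both sides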
Cdc42 wt GTP = modulators (inhibitors or activators) of GTP binding to human Cdc42 wildtype | GST-Cdc42 beads, Bodipy-GTP binding, flow cytometry; actives lie on both sides | 190,000 compounds, 0.2% hits | P60953 | percent activity (GTP binding), % at 10 µM;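 active = percent activity GTP binding at least 20 points away from the 100% baseline, either down as inhibitor or up as activator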;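 note: median bead fluorescence of bound Bodipy-FL-GTP at 100 nM; 0% = excess unlabeled GTP control and 100% = no compound control; below 100% means less GTP binding so inhibitor and above means activator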
Target sequence (P60953 whole entry, looked up): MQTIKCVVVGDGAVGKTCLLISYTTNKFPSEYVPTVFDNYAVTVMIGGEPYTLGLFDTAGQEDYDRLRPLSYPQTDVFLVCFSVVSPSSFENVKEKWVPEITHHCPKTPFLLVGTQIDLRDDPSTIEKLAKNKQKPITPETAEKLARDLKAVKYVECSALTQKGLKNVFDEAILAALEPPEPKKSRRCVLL
Rac1 wt GTP bind = human Rac1 wildtype GTP binding, inhibitors and activators | GST-Rac1 beads, fluorescent GTP binding, flow cytometry; actives lie on both sides; 0 = cold GTP competed, 100 = untreated | GTP binding activity (% of control), % at 10 µM | P63000 | 190,000 compounds, 0.27% hits | AID 757;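 active = GTP binding activity at least 20 points away from the 100% control level, either lower or higher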
HRas wt GTP bind = human HRas wildtype GTP binding, change in either direction. GTP binding activity, % at 10 µM. GST-Ras wt beads, Bodipy-FL-GTP binding, flow cytometry; actives lie on both sides. 190,000 compounds, 0.14% hits;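 active = GTP binding activity at least 20% away from the 100% baseline, either lowered as inhibitor or raised as activator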;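 note: 0% = unlabeled GTP competition control and 100% = no-compound control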
Target sequence (P01112 whole entry, looked up): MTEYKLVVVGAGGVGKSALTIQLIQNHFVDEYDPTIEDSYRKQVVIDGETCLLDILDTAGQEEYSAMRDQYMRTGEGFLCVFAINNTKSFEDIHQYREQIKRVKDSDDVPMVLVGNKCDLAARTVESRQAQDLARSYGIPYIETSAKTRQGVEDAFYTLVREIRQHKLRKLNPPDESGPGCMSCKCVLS
RGS8-Gao = human RGS8-Galphao interaction regulation. 220,000 compounds, 0.34% hits. response (percent of control binding), % at 10 µM. multiplexed bead flow cytometry, RGS8-Galphao binding; actives lie on both sides. P09471; in the data active = response below about 60% or above about 140%; inactive = in between;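 note: Galphao activated as the GDP aluminium fluoride complex binding bead-coupled RGS8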
Rab2A wt mod = changes GTP binding to wildtype dog Rab2A, up or down; GST-Rab2 wt beads, Bodipy-GTP binding, flow cytometry; P61105; GTP binding activity, % at 10 µM; 190,000 compounds, 0.19% hits; AID 760;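 active = GTP binding activity at least 20 points away from 100%, either lowered or raised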;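 note: 0% = beads with excess unlabeled GTP and 100% = no-compound control corrected for plate trend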
Mcl-1 Bim block = disrupts Bim peptide binding to human Mcl-1. Q07820. Bead-based flow cytometry, Bim peptide-Mcl-1 binding. inhibition, % at 10 µM. 190,000 compounds, 0.1% hits. AID 1009; in the data active = inhibition above about 40%;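 note: 0% = no compound tracer wells and 100% = peptide blocker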
Rab7 wt modul = modulators of GTP binding to dog Rab7 wildtype GTPase | GST-Rab7 beads, fluorescent GTP binding, flow cytometry; actives lie on both sides; untreated = 100%, excess cold GTP = 0% | GTP binding activity (percent of control), % at 10 µM | 190,000 compounds, 0.055% hits | AID 758;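 active = fluorescent GTP binding to Rab7 beads changed by at least 20 points from the 100% baseline, either direction, mostly lower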;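 note: median green fluorescence of bound Bodipy-FL-GTP per Rab7 bead population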
Mcl1-Noxa inh = Mcl-1/Noxa interaction inhibition. Q07820. TR-FRET Mcl-1/Noxa peptide binding, 2 h. inhibition, % at 21.7 µM. 220,000 compounds, 1.5% hits. AID 1022;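 active = compounds that cut the protein-peptide binding signal by more than 50% relative to plate controls in a single-dose test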;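 note: His-tagged Mcl-1 with rhodamine Noxa BH3 peptide and terbium anti-His antibody; 0% = Mcl-1 plus Noxa peptide wells and 100% = peptide-only wells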
Pf gamet viab = inhibitors of late stage P. falciparum gametocyte viability; P. falciparum stage V gametocytes, ATP luminescence, 24 h; inhibition, % at 10.9 µM; 150,000 compounds, 0.065% hits;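 active = inhibition above the mean plus 3 SD of compounds within the control limits, set per campaign, cut at about 38% in these data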;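 note: 0% = DMSO wells and 100% = medium only without gametocytes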
* marks the source's active call; other numbers are inactive results; x = not tested or not shown.

1: Cc1ccc(C(=O)COC(=O)c2c(C)cc(=O)oc2C)cc1[N+](=O)[O-]
2: CC(=O)Nc1cccc(NC(=S)Nc2cccc(Cl)c2Cl)c1
3: CC12CCC(C(=O)NC3CCCC3)(CC1=O)C2(C)C (stereo unspecified)
4: CCCNC(=O)NC(=O)CSc1nncs1
5: O=C(Cn1nc(Cc2cccnc2)c2ccccc2c1=O)Nc1cccnc1Cl
6: CCS(=O)(=O)c1nc(S(=O)(=O)c2ccc(Cl)cc2)c(NCc2ccccn2)s1
7: CCOC(=O)c1ccc(Oc2ccc(C(F)(F)F)cn2)cc1
8: COc1cccc(NC(=O)N2CCCC2C(=O)NC2CC2)c1 (stereo unspecified)
Assay by compound	1	2	3	4	5	6	7	8
Mcl1-Bid inh	3	-46	2	-22	-13	-23	-8	-20
Rac1 mut GTP	96	97	101	94	98	97	92	99
Cdc42 wt GTP	100	100	105	97	95	90	95	103
Rac1 wt GTP bind	102	101	108	96	95	98	96	103
HRas wt GTP bind	96	101	106	92	95	93	96	102
RGS8-Gao	100	101	94	105	81	103	106	90
Rab2A wt mod	96	102	108	96	96	92	93	101
Mcl-1 Bim block	-6	0	-3	0	4	0	2	-1
Rab7 wt modul	95	105	107	89	95	89	103	103
Mcl1-Noxa inh	14	18	12	2	3	16	0	-11
Pf gamet viab	x	x	x	2	9	25	3	19

9: CC(C)C(NC(=O)c1ccc(C(C)(C)C)cc1)C(=O)NCCc1ccccn1 (stereo unspecified)
10: CC(C)C(=O)Nc1ccc(-c2csc(-c3ccccc3)n2)cc1
11: COc1ccccc1/C=C/C(=O)NCC(=O)N/N=C/c1cccnc1
12: CC(=O)c1cccc(CN2CCN(Cc3ccccc3)C(CCO)C2)c1 (stereo unspecified)
13: Cc1nn(-c2ccccc2)c2c1C(=O)N(c1ccccc1)C(=O)C(C)(C)C2
14: CC(NC(N)=O)C(=O)OCC(=O)c1ccc(-c2ccccc2)cc1 (stereo unspecified)
15: CCc1ccc(C2(O)CC(C(F)(F)F)=NN2C(=O)Cc2ccc([N+](=O)[O-])cc2)cc1 (stereo unspecified)
16: O=c1cc(O)c2sc(Nc3ccc(F)cc3)nc2[nH]1
Assay by compound	9	10	11	12	13	14	15	16
Mcl1-Bid inh	-24	-10	-7	-36	-11	-12	2	-75
Rac1 mut GTP	97	100	101	99	96	98	97	100
Cdc42 wt GTP	95	103	102	99	104	99	101	102
Rac1 wt GTP bind	98	102	107	104	100	103	102	105
HRas wt GTP bind	98	104	102	101	102	97	101	102
RGS8-Gao	100	102	99	103	100	100	104	101
Rab2A wt mod	101	102	99	101	102	99	100	99
Mcl-1 Bim block	1	-3	10	0	-2	-1	-4	-4
Rab7 wt modul	101	106	102	106	96	99	101	101
Mcl1-Noxa inh	13	-3	6	5	11	-7	15	32
Pf gamet viab	x	x	-4	-18	1	-7	x	-14

17: CNC(=O)Nc1nnc(C(C)(C)C)s1
18: C=CCCCCCCCCC(=O)Nc1c[nH]c(=O)[nH]c1=O
19: CCN(CC)CC(=O)Nc1ccc([N+](=O)[O-])cc1
20: CNc1oc(-c2ccc(Cl)cc2)nc1P(=O)(c1ccccc1)c1ccccc1
21: COc1ccc(C2N=C(c3ccccc3)C(C)(C)N2O)cc1OC (stereo unspecified)
22: O=C(c1cccc2cccc(O)c12)N1CCCCC1
23: COc1ccc(C(=O)NCC(=O)O)cc1
24: COc1cc(C(=S)N2CCCCC2)ccc1O
Assay by compound	17	18	19	20	21	22	23	24
Mcl1-Bid inh	-40	-1	-17	-50	1	-15	-27	-84
Rac1 mut GTP	100	101	98	98	97	95	100	96
Cdc42 wt GTP	104	102	103	95	97	95	104	99
Rac1 wt GTP bind	104	103	101	92	95	92	101	102
HRas wt GTP bind	103	103	103	96	98	94	102	102
RGS8-Gao	99	104	100	105	99	91	99	94
Rab2A wt mod	103	103	104	100	98	94	102	101
Mcl-1 Bim block	-3	0	0	0	1	-5	-1	-1
Rab7 wt modul	101	103	108	102	94	97	102	102
Mcl1-Noxa inh	9	12	1	24	0	-2	13	2
Pf gamet viab	x	x	8	-14	-16	-11	x	x

25: CC1(C)CC(=O)C=C(NCCN2CCNCC2)C1
26: Nc1nc2nc(-c3ccc(OCc4ccccc4)cc3)cc(C(F)(F)F)n2n1
27: CCC1Oc2ccc(C)cc2N(CC(=O)N(Cc2cccnc2)Cc2ccc(C)o2)C1=O (stereo unspecified)
28: CCOc1ccc(CC(=O)Nc2nccs2)cc1
29: O=C(COC(=O)c1cc(S(=O)(=O)Nc2ccccc2Cl)ccc1O)Nc1nc2ccccc2s1
30: O=C(N/N=C/c1cccs1)c1n[nH]c2c1CCC2
31: CCc1ccccc1NC(=O)CSc1ncn[nH]1
32: O=C(CSc1ncn[nH]1)Nc1ccccc1Sc1ccccc1
Assay by compound	25	26	27	28	29	30	31	32
Mcl1-Bid inh	-25	-17	71*	-9	15	-6	-14	-26
Rac1 mut GTP	98	97	100	92	88	98	101	98
Cdc42 wt GTP	99	101	104	97	89	101	105	100
Rac1 wt GTP bind	100	102	102	98	87	102	112	109
HRas wt GTP bind	99	102	101	97	91	101	103	103
RGS8-Gao	100	96	103	104	103	105	97	100
Rab2A wt mod	100	99	101	100	90	99	101	99
Mcl-1 Bim block	-1	-4	1	0	1	-4	-1	0
Rab7 wt modul	100	102	100	101	88	100	102	102
Mcl1-Noxa inh	2	-42	64*	15	38	-6	3	-13
Pf gamet viab	-2	-14	x	3	-1	x	x	-14

4 of the entries above in order of their number in Rab7 wt modul, smallest number first:
no. | compound | Mcl1-Bid inh | Rac1 mut GTP | Cdc42 wt GTP | Rac1 wt GTP bind | HRas wt GTP bind | RGS8-Gao | Rab2A wt mod | Mcl-1 Bim block | Rab7 wt modul | Mcl1-Noxa inh
29 | O=C(COC(=O)c1cc(S(=O)(=O)Nc2ccccc2Cl)ccc1O)Nc1nc2ccccc2s1 | 15 | 88 | 89 | 87 | 91 | 103 | 90 | 1 | 88 | 38
25 | CC1(C)CC(=O)C=C(NCCN2CCNCC2)C1 | -25 | 98 | 99 | 100 | 99 | 100 | 100 | -1 | 100 | 2
28 | CCOc1ccc(CC(=O)Nc2nccs2)cc1 | -9 | 92 | 97 | 98 | 97 | 104 | 100 | 0 | 101 | 15
31 | CCc1ccccc1NC(=O)CSc1ncn[nH]1 | -14 | 101 | 105 | 112 | 103 | 97 | 101 | -1 | 102 | 3

Later entries:
33: Cc1ccc(S(=O)(=O)NNC(=O)c2cnn(-c3ccccc3)c2-n2cccc2)cc1
34: COc1ccc(NC2=NC(=S)N(c3ccccc3C)C23CCCCC3)cc1
35: COc1ccc(C(C(N)=O)c2ncc(C(F)(F)F)cc2Cl)cc1 (stereo unspecified)
36: Cc1ccc(Cl)cc1NC(=O)COC(=O)C1CCCC1
37: CCn1c(SCC(=O)Nc2nc(C)c(C)s2)nnc1-c1cccs1
38: Cc1cc(C)c(NC(=O)NC(=O)c2cccc(F)c2)c(C)n1
39: COc1ccc(NC(=O)CSc2nnc(-c3cccnc3)n2Cc2ccco2)c(OC)c1
40: COC1=CC(=O)OC12CCCCC2
Assay by compound	33	34	35	36	37	38	39	40
Mcl1-Bid inh	-12	-6	-5	-8	-7	-2	-12	-22
Rac1 mut GTP	99	98	90	100	96	100	99	100
Cdc42 wt GTP	102	97	97	100	98	99	99	99
Rac1 wt GTP bind	105	103	94	100	103	100	105	100
HRas wt GTP bind	99	99	92	102	100	98	100	97
RGS8-Gao	106	101	103	99	106	124	103	96
Rab2A wt mod	97	100	92	102	96	99	101	101
Mcl-1 Bim block	1	0	-1	-1	3	-11	-1	0
Rab7 wt modul	98	102	91	105	97	100	96	101
Mcl1-Noxa inh	5	-18	11	-14	0	18	-3	-13
Pf gamet viab	x	-36	18	x	x	18	x	-14

41: O=C(CSc1nnc(-c2ccco2)n1CC1CCCO1)c1ccc(F)cc1 (stereo unspecified)
42: C=C(C)CN1C(=O)c2ccccc2C1=O
43: O=C(/C=C/c1cc2c(cc1Br)OCO2)NCc1ccc(Cl)cc1
44: CN(Cc1ccccc1F)c1ccc(S(=O)(=O)N2CCCC2)cn1
45: COc1ccc(C(C(=O)NC2CCCC2)N(C(=O)c2ccco2)c2ccc3c(c2)OCO3)cc1OC (stereo unspecified)
46: Cc1csc2ncc(C(=O)Nc3ccon3)c(=O)n12
47: O=Cc1cn(-c2ccccc2)nc1-c1cc2cc(O)ccc2oc1=O
48: Cc1cnn(-c2nc(-c3ccccc3)cc(-c3ccccc3)n2)c1
Assay by compound	41	42	43	44	45	46	47	48
Mcl1-Bid inh	-12	-18	-9	-29	-23	8	61*	26
Rac1 mut GTP	99	98	96	97	97	100	101	93
Cdc42 wt GTP	103	101	98	102	96	101	103	95
Rac1 wt GTP bind	101	100	95	99	97	104	106	98
HRas wt GTP bind	103	99	99	98	94	100	100	98
RGS8-Gao	99	101	102	101	106	100	108	101
Rab2A wt mod	101	96	97	98	97	98	101	97
Mcl-1 Bim block	3	1	-3	-2	-3	-2	-2	0
Rab7 wt modul	99	97	103	98	98	98	97	92
Mcl1-Noxa inh	5	-1	9	2	21	1	38	6
Pf gamet viab	-2	-9	7	23	x	12	-24	-9

By substructure: those above containing a thiophene ring, fused or not.
30: O=C(N/N=C/c1cccs1)c1n[nH]c2c1CCC2
37: CCn1c(SCC(=O)Nc2nc(C)c(C)s2)nnc1-c1cccs1
Assay by compound	30	37
Mcl1-Bid inh	-6	-7
Rac1 mut GTP	98	96
Cdc42 wt GTP	101	98
Rac1 wt GTP bind	102	103
HRas wt GTP bind	101	100
RGS8-Gao	105	106
Rab2A wt mod	99	96
Mcl-1 Bim block	-4	3
Rab7 wt modul	100	97
Mcl1-Noxa inh	-6	0
Pf gamet viab	x	x

Source: PubChem BioAssay (several laboratories)
